Bioassay records as filed in PubChem.
GDH-TPI inh = GDH-TPI coupling enzyme inhibitors, primary screen, artefact control for M. tuberculosis FBA inhibitor project, biochemical, absorbance, full deck; GDH-TPI coupled enzyme counterscreen, NADH absorbance; inhibition, % at 4.8 µM; 1.2% of 360,000 active; AID 588335, 2011;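 also: 0% = DMSO wells and 100% = wells lacking the enzyme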
BioA inh = M. tuberculosis BioA enzyme inhibitors, primary screen, biochemical, plate reader, single point, HTS; purified M. tuberculosis BioA enzyme; inhibition, % at 9.99 µM; 0.096% of 360,000 active; AID 602481, 2012; in the data active = inhibition above about 40%; inconclusive = no clear call, values can overlap the other calls
Mtb UGM inh = M. tuberculosis UGM enzyme inhibitors, primary screen, biochemical, fluorescence polarization, single point; UDP-galactopyranose mutase (Mycobacterium tuberculosis (strain ATCC 25618 / H37Rv)), …; purified UGM, fluorescence polarization probe displacement; inhibition, % at 10 µM; 0.06% of 320,000 active; in the data active = inhibition above about 10%, passing the limit was not always enough; inconclusive = no clear call, values can overlap the other calls
Target sequence (P9WIQ1 whole entry, looked up): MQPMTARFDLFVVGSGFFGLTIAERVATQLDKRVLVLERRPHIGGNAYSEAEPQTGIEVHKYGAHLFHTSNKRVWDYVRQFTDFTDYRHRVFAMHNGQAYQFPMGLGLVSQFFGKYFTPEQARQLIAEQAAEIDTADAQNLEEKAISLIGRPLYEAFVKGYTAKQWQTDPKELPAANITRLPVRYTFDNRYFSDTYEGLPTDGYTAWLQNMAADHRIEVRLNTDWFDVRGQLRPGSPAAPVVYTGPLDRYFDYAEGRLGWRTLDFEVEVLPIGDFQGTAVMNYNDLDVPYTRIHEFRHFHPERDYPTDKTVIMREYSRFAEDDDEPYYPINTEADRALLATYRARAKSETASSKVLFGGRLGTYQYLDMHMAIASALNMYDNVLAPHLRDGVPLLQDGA
FadD28 FP inh = inhibitors of FadD28 bisubstrate probe binding, primary screen, biochemical, fluorescence polarization, single point | Mycobacterium tuberculosis FadD28 fatty-acid-AMP ligase | inhibition, % at 12.5 µM | 0.22% of 360,000 active; in the data active = inhibition above about 8.5%, passing the limit was not always enough; inconclusive = no clear call, values can overlap the other calls
PrPC TRFRET = inhibitors of human cell surface prion protein PrPC, primary screen, cell-based, TR-FRET. TR-FRET read-out. inhibition, % at 13.8 µM. 0.43% of 370,000 active. AID 720596, 2013; in the data active = inhibition above about 24%; also: 0% = median of the test wells and 100% = reference compound wells
CCHF vOTU inh = CCHFV vOTU protease inhibitors, primary screen, biochemical, Pep-AMC substrate, fluorescence; inhibition, % at 11.5 µM; 0.55% of 370,000 active; Crimean-Congo hemorrhagic fever virus L polyprotein viral ovarian tumor (vOTU) protease …; AID 651958, 2012; also: 0% = vehicle wells with enzyme and 100% = no enzyme wells
BoNT A protease = BoNT/A light chain protease inhibitors, primary screen, biochemical, flow cytometry, MLPCN library. Botulinum neurotoxin type A light chain protease (Clostridium botulinum A str. ATCC 3502). multiplex microsphere protease substrate cleavage. inhibition, % at 10 µM. 0.17% of 360,000 active; in the data active = inhibition above about 30%; inconclusive = no clear call, values can overlap the other calls; also: plate controls were buffer without enzyme for full effect and enzyme alone for no effect
BoNT F protease = BoNT/F light chain protease inhibitors, primary screen, biochemical, flow cytometry, MLPCN library. 0.22% of 360,000 active. Multiplex microsphere protease cleavage assay. inhibition, % at 10 µM; in the data active = inhibition above about 35%, passing the limit was not always enough; inconclusive = no clear call, values can overlap the other calls; also: plate controls were buffer without enzyme for full effect and enzyme alone for no effect
FBA Mtb inh = Mtb FBA enzyme inhibitors, primary screen, biochemical, fluorescence, strain H37Rv | Fructose-bisphosphate aldolase (Mycobacterium tuberculosis (strain ATCC 25618 / H37Rv)), … | purified M. tuberculosis FBA, fluorescence read-out | inhibition, % at 1 µM | 2.3% of 360,000 active; in the data active = inhibition above about 27%;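 also: 0% = vehicle and 100% = reference inhibitor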
Target sequence (P9WQA3 whole entry, looked up): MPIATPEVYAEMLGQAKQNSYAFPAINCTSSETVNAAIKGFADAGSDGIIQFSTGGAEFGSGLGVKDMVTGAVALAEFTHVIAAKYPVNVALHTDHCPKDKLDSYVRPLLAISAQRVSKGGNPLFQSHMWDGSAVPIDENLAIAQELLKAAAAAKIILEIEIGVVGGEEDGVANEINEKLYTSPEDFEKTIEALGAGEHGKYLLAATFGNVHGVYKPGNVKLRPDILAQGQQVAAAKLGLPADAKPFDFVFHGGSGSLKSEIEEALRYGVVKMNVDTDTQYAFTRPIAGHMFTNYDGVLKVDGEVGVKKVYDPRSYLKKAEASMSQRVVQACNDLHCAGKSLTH
* hit, by the source's call; ? = inconclusive; · = not tested or not shown; + = active, no number; & = joins results of further samples. Rule as the data show it, unless noted: active = inhibition above about 30%; inactive = the rest.

SMILES | GDH-TPI inh | BioA inh | Mtb UGM inh | FadD28 FP inh | PrPC TRFRET | CCHF vOTU inh | BoNT A protease | BoNT F protease | FBA Mtb inh
c1ccc(C2c3[nH]c4ccccc4c3CCN2Cc2cccn2-c2ccccn2)nc1 (configuration not stated) | 18.8 | -1.1 | 0.3 | -3.5 | -7.1 | -4.4 | 0.5 | 2.8 | 1.5
O=C(COC(=O)c1ccc(S(=O)(=O)NCc2ccco2)cc1)NC1CCCCCC1 | -1.0 | -2.9 | 0.9 | -0.2 | -11.5 | 4.9 | -0.8 | -2.1 | 1.8
Cc1ccc(NC(=S)/C(=C(\[O-])c2ccc(Cl)s2)[n+]2cccc(CO)c2)cc1C | 1.9 | 0.0 | 0.9 | -1.5 | -3.7 | 4.9 | 5.0 | -7.1 | -6.6
O=C(O)CN1CCN(CC(=O)O)CCN(CC(=O)O)CCN(CC(=O)O)CC1 | -5.3 | -1.6 | -2.8 | -2.4 | -10.0 | -3.1 | 9.1 | 63.1* | 2.1
N#Cc1ccccc1CSc1nc2ncc(Br)cc2[nH]1 | 6.2&7.9 | -1.0&1.8 | 0.3 | -1.6&0.0 | -14.6&5.6 | 13.7&7.1 | 0.0&1.9 | -0.6&-2.8 | 0.9&1.4
CCOc1ccc(-n2c(-c3cccs3)nc3ccccc3c2=O)cc1 | -1.9 | · | -1.7 | -2.0 | -3.7 | 7.7 | -0.3 | -1.8 | -1.8
O=C(COC(=O)c1cccs1)Nc1cccc(Cl)c1 | 6.6 | 1.3 | · | -2.7 | -2.1 | 19.0 | -0.4 | -6.9 | 0.5
CC1(C)CC(=O)C2=C(C1)OC1=C(C(=O)CC(C)(C)C1)C2c1ccc(O)cc1O | 5.5 | · | 9.3 | -0.2 | -5.9 | 2.3 | 0.5 | 6.2 | -0.7
O=S(=O)(c1ccccc1)c1nc(Cc2ccccc2)oc1N1CCOCC1 | 1.5 | -0.7 | 0.0 | -0.6 | 6.0 | 4.0 | -1.3 | -0.2 | 1.4
COc1ccc(-n2c(SCC(=O)N/N=C(\C)c3cccnc3)nc3ccccc3c2=O)cc1 | -3.8 | -1.1 | 0.9 | -3.1 | -6.0 | 10.3 | -4.8 | -3.1 | -0.1
COc1ccc(/C=N/NC(=O)c2cc(C)oc2C)cc1OCc1ccccc1 | 32.4* | 0.4 | 1.8 | -2.9 | -0.4 | 4.9 | -1.5 | -0.4 | -1.2
O=C(Nc1cccc(Cl)c1Cl)C1CCN(c2ncccn2)CC1 | -10.9 | -1.4 | -0.2 | -2.5 | -3.8 | -1.5 | -8.9 | -12.4 | 3.1
COc1ccc(C(=O)C2CCCN(Cc3nc4ccccc4nc3C)C2)cc1OC (configuration not stated) | 6.0 | 0.4 | 0.9 | 1.6 | -11.3 | 8.6 | 1.0 | -9.5 | 3.8
Cc1ccc(N(CC(=O)NCc2ccc3c(c2)OCO3)S(=O)(=O)c2c(C)noc2C)cc1 | 7.3 | -1.2 | 3.5 | -2.7 | -0.2 | -1.6 | -0.5 | 4.6 | -2.4
O=[N+]([O-])C(/C=C(\Cl)[N+](=O)[O-])=C1N(Cc2ccc(Cl)nc2)CCN1Cc1ccc(Cl)nc1 | 18.3 | · | 0.4 | -0.3 | -29.0 | -6.2 | 1.7 | -1.8 | -14.5
O=S(=O)(NCCc1csc(-c2cccnc2)n1)c1ccc2c(c1)OCCO2 | 2.0 | 0.6 | -4.9 | -3.7 | 5.4 | 0.0 | -0.6 | -5.0 | -1.4
O=C(CO/N=C\c1ccccc1)Nc1ccccc1C(=O)N1CCOCC1 | -6.9 | -0.2 | 0.1 | -2.3 | 9.6 | -10.7 | -0.5 | -1.3 | 6.4
Cc1cc(C(=O)N2CCCc3ccccc32)ccc1[N+](=O)[O-] | 4.5 | 1.6 | 0.5 | -1.1 | -4.8 | 6.8 | 2.4 | 17.8 | 0.3
CCOC(=O)C1CCN(C(=O)c2cc3c(=O)n4ccccc4nc3n2C)CC1 | 15.6 | · | 1.9 | 0.1 | -4.9 | -172.5 | -1.0 | -1.2 | 132.6*
O=C(c1cc(=O)c2ccccc2o1)N1CCN(c2ccccc2)CC1 | -8.4 | · | 0.1 | -2.6 | 7.0 | -15.9 | -1.6 | -3.5 | -2.1
CCOC(=O)CCN | -4.9 | -0.8 | 1.4 | -3.2 | 7.2 | 7.4 | 0.2 | 1.1 | 1.7
N#C/C(=C\c1c[nH]c2ccccc12)C(=O)Nc1ncc(Cc2ccc(Cl)cc2Cl)s1 | 0.0 | · | 0.1 | -1.6 | 5.1 | 9.4 | 1.6 | -2.6 | 3.5
COc1cc(C2CC(c3cccnc3)=NN2c2ccc(F)cc2)cc(OC)c1OC (configuration not stated) | 10.4 | · | 3.2 | -2.2 | 6.3 | -5.5 | 0.9 | -1.8 | +
Cc1cccc(NC2CNC(=O)NC2=O)c1 (configuration not stated) | 4.4 | -1.5 | · | -3.0 | 1.3 | 1.3 | 0.2 | 6.3 | -6.7
CC1CCC2(CC1)NC(=O)N(CC(=O)NCc1cccs1)C2=O (configuration not stated) | 1.8 | · | 0.0 | 1.7 | -4.0 | 1.0 | 0.1 | 2.1 | 1.2
CCCNC(=O)c1c(N)n(-c2ccc(S(N)(=O)=O)cc2)c2nc3ccccc3nc12 | 12.4 | -0.4 | 1.0 | -3.4 | -20.3 | -24.1 | 0.5 | 3.0 | 102.3*
CCN1CCc2c(sc(NC(=S)NC(=O)c3ccccc3)c2C#N)C1 | 16.0 | -0.1 | -1.5 | 0.7 | 8.5 | 7.9 | 8.8 | -30.8 | 3.5
Cc1c(C)n(CCc2ccccc2)c2ncnc(NN)c12 | -3.9 | 3.2 | 4.1 | -2.6 | -2.8 | 2.0 | 0.1 | -9.2 | 4.6
O=C(CC1NC(=O)NC1=O)NC1(C(=O)NC2CCCCC2)CCCCC1 (configuration not stated) | -2.5 | 0.2 | 1.4 | -2.9 | -4.9 | 13.7 | -1.5 | -17.3 | 2.7
N/C(=N\OC(=O)CSc1ccccc1)c1ccc([N+](=O)[O-])cc1 | -7.6 | · | -0.4 | -0.4 | -10.7 | 8.0 | 2.0 | 0.1 | 3.5
CCOc1ccc(-c2[nH]ncc2-c2ccc(Cl)cc2)c(O)c1 | 1.3 | 0.7 | -1.0 | -5.4 | -5.2 | 14.5 | -2.4 | -11.5 | 2.2
CCSc1nnc(C)c2ccccc12 | -3.5 | -0.3 | -1.7 | -3.6 | 6.0 | 8.7 | -0.1 | -6.0 | 0.3
O=C(Nc1cccc(Cl)c1)N1CCSc2cc(Cl)ccc21 | 7.3 | -1.2 | 0.5 | -11.3 | 7.4 | -3.4 | 0.9 | 3.0 | 0.4
c1ccc(-c2csc(-n3cnnn3)n2)cc1 | 10.8 | -1.4 | 1.7 | 0.3 | 0.0 | -1.5 | 1.6 | 5.3 | 7.8
CC(=O)N1N=C(c2c(O)n(C)c(=O)n(C)c2=O)CC1c1ccccc1 (configuration not stated) | 16.0 | · | -1.9 | -3.7 | 5.1 | -7.5 | -0.8 | -12.6 | 1.0
COc1ccc(/C=C2\CN(Cc3ccccc3)C/C(=C\c3ccc(OC)c(O)c3)C2=O)cc1O | 13.0 | -0.8 | 0.1 | -4.6 | -8.0 | 6.1 | 0.6 | -4.8 | -6.6
COC(=O)c1ccc(NC(=O)c2cc[n+](Cc3ccccc3)cc2)cc1 | 25.8 | 1.6 | 1.2 | -1.6 | -52.0 | -0.6 | 0.0 | -2.0 | -1.5
NCCCC[C@H]1CNC(=O)C(=O)N1CCCCC1CCCCC1 | 6.3 | 2.0 | 0.1 | -2.7 | 8.4 | -2.4 | -0.1 | -2.0 | 1.2
CCOC(=O)c1ccc(NC(=O)NNS(=O)(=O)c2cc(OC)ccc2OC)cc1 | -9.3 | 0.8 | 4.9 | -3.2 | -0.3 | -2.1 | 2.0 | -3.0 | 2.3
CCOC(=O)c1c(NC(=O)CSc2n[nH]c(N)n2)sc(CC)c1C | 18.8 | -0.3 | -1.2 | -1.5 | -4.0 | -5.5 | 0.4 | 1.2 | 3.5
COc1cc(C2C3=C(CCCC3=O)Nc3[nH]n(-c4ccccc4)c(=O)c32)cc(OC)c1OC (configuration not stated) | 22.9 | · | -1.5 | -0.2 | -4.7 | 1.5 | -0.5 | 0.1 | -0.4
CSc1ccc(CN(C)C(=O)CN2C(=O)NC3(CCCC3)C2=O)cc1 | 4.5 | -1.2 | -0.5 | 0.7 | -8.2 | 6.5 | 3.4 | 1.7 | 3.2
CCCN1C(=O)C(NC(C)=O)c2ccccc21 (configuration not stated) | 6.2 | -0.6 | 0.3 | -0.4 | -2.3 | 12.2 | 1.8 | 3.8 | 2.1
CC(Sc1nnc(-c2ccc(Cl)cc2)n1C)C(N)=O (configuration not stated) | 1.8 | · | 1.1 | -0.2 | 5.1 | -0.9 | -0.6 | -3.4 | 0.2
COc1ccc(S(=O)(=O)N2CCCCC2)cc1NC(=O)Cn1cnc2ccccc2c1=O | 10.1 | 1.4 | -2.1 | -2.7 | -2.6 | -6.8 | · | · | 4.1
O=[N+]([O-])c1ccc(/C=N/NC(=S)Nc2ccccc2C(F)(F)F)o1 | 1.8 | · | -0.1 | -0.7 | -9.0 | -3.3 | 1.6 | -2.9 | 0.2
Cc1cc(CSc2ccccc2)ccc1NC(=O)c1ccc(Br)cc1 | -2.0 | · | -0.8 | -1.0 | -2.1 | -8.6 | -2.2 | -9.8 | -2.8
Cc1ccc(-c2nnn(CC(=O)N(CC(=O)NC3CCCC3)c3ccc(F)c(Cl)c3)n2)o1 | -11.9 | -1.5 | -2.0 | -3.9 | -2.3 | 17.1 | -0.3 | 2.5 | -3.7
CCOC(=O)C1CCN(C(=O)COC(=O)C23CC4CC(CC(C4)C2)C3)CC1 | 3.8 | -0.1 | -0.3 | 0.6 | -4.9 | -6.2 | · | · | 0.6
Cn1nnc(NC(=S)NC(=O)c2cccc3ccccc23)n1 | 10.6 | 0.9 | 0.3 | -0.4 | 2.5 | 13.7 | -1.2 | 2.2 | -0.7
O=S(=O)(NCCSc1nc2ccccc2o1)c1ccccc1 | 2.2 | 0.6 | -0.4 | -0.9 | 8.2 | -4.6 | 1.0 | ? | 4.2
COc1ccc(NC(=O)CSc2nc3ccccc3c(=O)n2CCCN2CCOCC2)c(OC)c1 | -6.2 | -0.1 | -2.5 | -2.7 | -8.5 | 4.1 | 0.5 | 0.3 | 0.0
CCNc1nc(NCC)nc(OCCNS(=O)(=O)c2cc(C)ccc2C)n1 | -7.7 | 0.6 | -2.1 | -4.4 | 9.1 | 10.4 | ? | -3.7 | -1.4

Some of the entries so far, with two lines to a compound.
Every second line gives: GDH-TPI inh	BioA inh	Mtb UGM inh	FadD28 FP inh	PrPC TRFRET	CCHF vOTU inh	BoNT A protease	BoNT F protease	FBA Mtb inh
> O=C(CC1NC(=O)NC1=O)NC1(C(=O)NC2CCCCC2)CCCCC1 (configuration not stated)
→ -2.5	0.2	1.4	-2.9	-4.9	13.7	-1.5	-17.3	2.7
> N/C(=N\OC(=O)CSc1ccccc1)c1ccc([N+](=O)[O-])cc1
→ -7.6	·	-0.4	-0.4	-10.7	8.0	2.0	0.1	3.5
> CCOc1ccc(-c2[nH]ncc2-c2ccc(Cl)cc2)c(O)c1
→ 1.3	0.7	-1.0	-5.4	-5.2	14.5	-2.4	-11.5	2.2
> CCSc1nnc(C)c2ccccc12
→ -3.5	-0.3	-1.7	-3.6	6.0	8.7	-0.1	-6.0	0.3
